RGS4 block: inhibitors of human RGS4 | P49798 | HEK293 M3R/RGS4 inducible, Fluo-4 calcium flux; hits give high values; triggered by carbachol at its EC20 | B-score at 10 µM | 310,000 tested, 0.45% active;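 active = B-score, a plate-corrected calcium signal, over three deviations above library mean, with baseline fluorescence within five deviations of library mean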;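 also: RGS4 expression induced by doxycycline in cells with stable M3 receptor; B-score is computed from the integrated fluorescence ratio over baseline after carbachol; higher B-score means a larger calcium signal and so more RGS4 inhibition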
TRPC4 inh: inhibitors of mouse TRPC4 channel; Q9QUQ5; B-score at 10 µM; HEK293 TRPC4beta/mu-opioid, DAMGO-evoked Fluo4 calcium flux; hits give low values; 300,000 tested, 0.39% active;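 active = B-score over 3 SD under the library average, no early fluorescence shift, positive overall ratio signal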
Target sequence (Q9QUQ5 whole entry, looked up): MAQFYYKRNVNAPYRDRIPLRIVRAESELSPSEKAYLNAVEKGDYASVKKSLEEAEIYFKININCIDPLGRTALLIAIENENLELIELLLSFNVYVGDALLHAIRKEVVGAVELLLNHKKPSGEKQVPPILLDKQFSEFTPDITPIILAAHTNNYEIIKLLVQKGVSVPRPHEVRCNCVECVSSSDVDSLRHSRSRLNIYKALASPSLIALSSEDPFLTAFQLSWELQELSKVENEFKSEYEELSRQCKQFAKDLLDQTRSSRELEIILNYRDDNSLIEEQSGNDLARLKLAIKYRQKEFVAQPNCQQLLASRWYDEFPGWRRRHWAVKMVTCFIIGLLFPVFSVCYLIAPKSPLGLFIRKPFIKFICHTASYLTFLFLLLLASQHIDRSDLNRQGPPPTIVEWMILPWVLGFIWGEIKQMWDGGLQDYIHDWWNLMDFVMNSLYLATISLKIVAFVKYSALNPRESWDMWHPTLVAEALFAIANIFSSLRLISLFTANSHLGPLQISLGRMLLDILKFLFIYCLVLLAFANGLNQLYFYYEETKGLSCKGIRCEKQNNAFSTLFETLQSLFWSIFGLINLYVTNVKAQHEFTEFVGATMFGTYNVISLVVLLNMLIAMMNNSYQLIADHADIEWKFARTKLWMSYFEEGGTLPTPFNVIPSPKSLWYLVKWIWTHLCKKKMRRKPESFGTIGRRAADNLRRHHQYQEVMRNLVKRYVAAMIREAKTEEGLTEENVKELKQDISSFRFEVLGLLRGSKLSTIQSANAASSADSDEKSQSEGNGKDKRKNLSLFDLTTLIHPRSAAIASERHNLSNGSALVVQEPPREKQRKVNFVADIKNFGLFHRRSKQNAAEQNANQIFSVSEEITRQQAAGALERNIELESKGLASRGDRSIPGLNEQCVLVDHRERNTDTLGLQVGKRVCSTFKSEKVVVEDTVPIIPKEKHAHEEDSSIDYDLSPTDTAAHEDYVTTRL
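Assay system: HEK293 cells with stable TRPC4beta plus mu-opioid receptor expression. Dosing: single dose. Measured by: Fluo4 Ca2+ flux fluorescence. Also added: DAMGO in two steps, submaximal then maximal. Read-out: B score from integrated Fluo4 fluorescence ratio.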
HIF activator: HIF pathway transcriptional activation; 300,000 tested, 0.32% active; U2OS HRE-luciferase reporter, luminescence; normalized: DMSO 0%, desferrioxamine 100%; activation, % at 7.5 µM (by protocol);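 active = mean activation of at least 10% of the iron chelator positive control signal, with at least half of replicates also reaching 10%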
TRPC6 activator: mouse TRPC6 channel activation | B-score at 10 µM | HEK293-TRPC6 membrane potential dye fluorescence; hits give high values | AID 2550 | 310,000 tested, 0.13% active;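 active = B-score of the integrated fluorescence ratio above library mean plus 3 SD, and starting fluorescence ratio within library mean plus 5 SD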;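 also: higher score means more depolarization so channel activation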
Platelet DG rel: platelet dense granule release activity | human platelet-rich plasma, SFLLRN dense granule ATP release, luminescence | inhibition, %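 (compounds screened at 7.5 µM in platelet-rich plasma)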 | 300,000 tested, 0.22% active | AID 1663;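 active = mean replicate score, as percent of positive control, at or above 50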
TRPC6 inhibitor: inhibitors of mouse TRPC6 channel | AID 2553 | B-score at 10 µM | HEK293-TRPC6, membrane potential dye, ACh-evoked depolarization; hits give low values | 310,000 tested, 1.1% active;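 active = B-score under library mean minus 3 SD, initial fluorescence not abnormally high, positive integrated signal ratio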;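 also: B-score derived from integrated fluorescence ratio over the kinetic read; more negative B-score means stronger inhibition of depolarization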
MrgX1 agonist: agonists of human MrgX1 receptor; MrgX1-HEK293 cells, Fluo-4 calcium fluorescence, agonist mode; hits give high values; B-score at 10 µM; 310,000 tested, 0.44% active; AID 588627;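 active = calcium response B-score plate-corrected fluorescence ratio at least 3 library SD, with starting fluorescence B-score inside 5 SD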
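Material: MrgX1-expressing HEK293 cells / Dosing: compound as first of three additions / Incubation: overnight seeding, then 1 h dark dye loading / Signal: Fluo-4 NW calcium fluorescence / Evaluation: B-scored fluorescence response ratio / Benchmarks: positive and negative control wells on each plate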
MrgX1 PAM: allosterically activates human MrgX1 receptor signaling; B-score at 10 µM; MrgX1-HEK293, Fluo-4 calcium flux, FDSS; hits give high values; 310,000 tested, 0.63% active; Q96LB2; AID 588675;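 active = plate-corrected calcium response at least 3 library SD above typical, normal starting fluorescence, not activating the receptor alone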;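 also: compound read alongside a low EC10 to EC30 dose of BAM8-22 agonist; peak minus trough fluorescence over baseline measured at the second addition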
SKKanGAS inh: SKKanGAS growth inhibition; inhibition, % at 7.5 µM; S. pyogenes SKKanGAS, kanamycin growth, BacTiter-Glo, 6 h; 300,000 tested, 1.3% active; AID 1662;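 active = mean replicate score, as percent of positive control median, at least 50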;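 also: strain carries kanamycin resistance gene driven by streptokinase promoter and grows in 40 µg/ml kanamycin; loss of luminescence reflects streptokinase promoter inhibition or plain growth inhibition; 0% = median of DMSO wells and 100% = positive control at its reference dose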
RGS4 pot: RGS4 potentiation or activation | HEK293 M3R/inducible RGS4, carbachol calcium flux Fluo4; hits give low values | B-score at 10 µM | 310,000 tested, 0.92% active | AID 463111;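 active = B-score of the integrated calcium signal more than 4 SD below the library mean, with starting fluorescence not abnormally high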;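 also: negative B-score means reduced calcium response which marks RGS4 activation or potentiation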
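Assay system: HEK293 FlpIn-TREx cells, stable M3R, doxycycline-inducible RGS4 / Probe or stimulus: carbachol, ECmax concentration / Times: overnight RGS4 induction, 30 min dye load 37 °C, 20 min compound RT / Signal: kinetic calcium fluorescence imaging with Fluo4-AM dye, 2 µM / Measure: Agonist-evoked peak-minus-minimum fluorescence over baseline, integrated ratio, B score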
MrgX1 antagonist: antagonists of human MrgX1 receptor | Q96LB2 | MRGX1-HEK293 calcium flux, Fluo-4, BAM8-22 antagonism; hits give low values | B-score at 10 µM | 310,000 tested, 1.3% active | AID 588676;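 active = calcium-response B-score plate-corrected more than 3 library SD below zero, starting fluorescence within 5 deviations, no agonist response on first addition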;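 also: peak minus trough fluorescence over baseline after final BAM8-22 challenge near maximal dose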
The depositor's hits bear a star; i = inactive; x = not tested or not shown.

SMILES	RGS4 block	TRPC4 inh	HIF activator	TRPC6 activator	Platelet DG rel	TRPC6 inhibitor	MrgX1 agonist	MrgX1 PAM	SKKanGAS inh	RGS4 pot	MrgX1 antagonist
COc1ccccc1C(=O)NC(=O)COC(=O)c1nc2nc(C)cc(C)n2n1	i	i	-0.4	i	23	i	i	i	2	i	i
Cc1nc(C(F)(F)F)ccc1C(=O)Nc1ccccc1F	i	i	0.3	i	-5	i	i	i	2	i	i
O=C(NCCCn1ccnc1)/C(=C/c1ccco1)NC(=O)c1cccs1	i	i	-0.4	i	-7	i	i	i	-17	i	i
S=c1[nH]nc(-c2cc(-c3ccccc3)n[nH]2)n1/N=C/c1ccc(Cl)cc1	i	i	-0.1	i	5	i	i	i	56*	i	i
Cn1c(O)c(C=NC(CC(N)=O)C(=O)O)c(=O)n(C)c1=O (configuration not stated)	i	i	-0.4	i	-7	i	x	x	-9	i	x
COc1cccc(NC(=S)NNC(=O)c2ccccc2OC(F)F)c1	i	i	-0.1	i	2	i	i	i	1	i	i
COc1ccc(C2C(C#N)=C(N)Oc3cc(C)[nH]c(=O)c32)cc1OC (configuration not stated)	i	i	-0.5	i	8	i	i	i	-6	i	i
CC/C(=N/Nc1ccc(Cl)cc1)c1cnnc(SC)n1	i	i	-0.1	i	-1	i	i	i	-2	i	i
Cc1cccc(-n2cnc(C(=O)NNC(=S)Nc3ccccc3)c2)n1	i	i	3.5	i	1	i	i	i	4	i	i
COC(=O)CCCC1=CC2=C(c3ccccc3)C(=O)C(C)(OC(=O)C3CCCC3)C(=O)C2=CN1CCc1c[nH]c2ccccc12 (configuration not stated)	i	i	0.2	i	8	i	i	i	13	i	i
O=C(Nc1ccc(F)cc1)C1CCC(CNc2c(N3CCCCC3)c(=O)c2=O)CC1 (configuration not stated)	i	i	-0.1	i	-2	i	i	i	-8	i	i
COc1cccc(-c2c(NC(=O)c3ccco3)oc3ccc(Cl)cc3c2=O)c1	i	i	0.1	i	9	i	i	i	7	i	i
Cc1oc(-c2ccc(Cl)cc2)nc1CN1CCC(C(=O)N2CCN(Cc3ccccc3)CC2)CC1	i	i	-0.3	12*	12	i	i	i	-5	i	i
Cc1ccc(OCC(=O)Nc2ccc3c(c2)C(=O)NC3=O)cc1	i	i	-0.5	i	3	i	i	i	-7	i	i
COC(=O)[C@@]12CCCN1[C@H](c1ccc(-c3ccc(OC)cc3)c(OC)c1)[C@H]1C(=O)N(C)C(=O)[C@H]12	i	i	1.0	i	-5	i	i	i	5	i	i
CCOC(=O)c1cc(S(=O)(=O)N2CCN(c3ccccc3OC)CC2)cn1C	i	i	0.2	i	5	i	i	i	-7	i	i
Cc1cccc(OCC(=O)NNS(=O)(=O)c2ccccc2F)c1	i	i	-0.8	i	3	i	i	i	3	i	i
Cc1cc(C)cc(N(C(=O)c2ccccn2)C(C(=O)NC2CCCCC2)c2ccncc2)c1 (configuration not stated)	i	i	0.5	i	8	i	x	x	0	i	x
CCCCOC(=O)Nc1ccc(C(N)=O)cc1	i	i	1.1	i	10	i	i	i	-2	i	i
CCOCCCNCC(=O)NCC1CCCCC1	i	i	-0.1	i	1	i	i	i	-16	i	i
CC(=O)O[C@]1(C(C)=O)CCC2C3CCC4=C/C(=N/OCC(=O)O)CC[C@]4(C)C3CC[C@@]21C (some centres not stated)	i	i	1.8	i	1	i	i	i	-5	i	i
S=C(NCc1cccs1)Nc1cccc(Cl)c1Cl	i	i	0.7	i	-3	i	i	i	6	i	i
C/C(=N\S(=O)(=O)c1ccc(C)cc1)N1CCN(S(=O)(=O)c2ccccc2)C1C(C)C (configuration not stated)	i	i	0.0	i	1	i	i	i	3	i	i
O=S(=O)(Nc1cccc(-c2cn3cccnc3n2)c1)c1ccccc1	i	i	0.6	i	-16	i	i	i	-6	i	i
COc1ccc(NS(=O)(=O)c2ccc3c(c2)N(C(C)=O)CCS3)cc1	i	i	0.1	i	-1	i	i	i	2	i	i
Cn1c(NC(=O)c2cccs2)cc(=O)n(C)c1=O	i	i	-0.3	i	-20	i	i	i	-7	i	i
COc1ccc(OCC(=O)Nn2c(-c3ccc(C)cc3)nc3ccccc3c2=O)cc1	i	i	-0.2	i	-4	i	i	i	-1	i	i
CCn1c2ccccc2c2nnc(SCc3ccc(C(=O)OC)o3)nc21	i	i	-0.3	i	-5	i	i	i	-4	i	i
Cc1ccc(N2CCN(S(=O)(=O)c3ccc(F)c(C)c3)CC2)c(C)c1	i	i	0.3	i	3	i	i	i	19	i	i
COc1ccc(C(=O)Cn2c(Br)nc3c2c(=O)n(C)c(=O)n3C)cc1	i	i	-0.3	i	2	i	i	i	2	i	i
Cc1cccn2c(=O)c(/C=C(\C#N)C(=O)NC3CCS(=O)(=O)C3)c(N3CCC(C)CC3)nc12 (configuration not stated)	i	i	-0.2	i	1	i	i	i	6	i	i
Cc1ccc(C2NC(=O)c3c(sc(C)c3C)N2)c(O)c1 (configuration not stated)	i	i	0.6	i	-4	i	i	i	-8	i	i
COc1ccc(NC(=O)CSc2nnc(C3CCCCC3)n2N)cc1OC	i	i	x	i	-7	i	i	i	1	i	i
Cc1cc(C)n2nc(CNS(=O)(=O)c3ccc(F)cc3)nc2n1	i	i	-0.5	i	-1	i	i	i	6	i	i
Nc1nonc1-n1nnc(C(=O)N/N=C/c2ccccc2Cl)c1-c1ccccc1	i	i	0.0	i	-2	i	i	i	6	i	i
CO/N=C/c1ccc(Sc2ccccc2)c([N+](=O)[O-])c1	i	i	0.0	i	-2	i	i	i	14	i	i
Nc1cccc(CN2CCCC2)c1	i	i	0.1	i	-1	i	i	i	-6	i	i
CN(C(=O)c1ccco1)c1nc(-c2ccc(F)cc2)cs1	i	i	1.6	i	3	i	i	i	1	i	i
O=C1CCCN1CC(O)CS(=O)(=O)Cc1ccccc1Cl (configuration not stated)	i	i	-18	i	-6	i	i	i	3	i	i
Cc1cccc2cc(CN(C(=O)c3cnccn3)C3CCCCC3)c(Cl)nc12	i	i	-0.2	i	-8	i	i	20*	-8	i	i
COc1cccc(C(=O)Nc2nnc(C(C)C)s2)c1	i	i	1.1	i	8	i	i	i	3	i	i
Cc1ccc2cc3c(NC(=O)C(C)C)nn(C)c3nc2c1	i	i	0.0	i	-7	i	i	i	4	i	i
COc1ccc(CCNC(=O)c2cccc(S(=O)(=O)N3CCCCC3)c2)cc1	i	i	-0.1	i	4	i	i	i	-1	i	i
Cc1ccc(C(=O)Nc2c(C)n(C)n(-c3ccccc3)c2=O)cc1S(=O)(=O)N1CCOCC1	i	i	-0.2	i	2	i	i	i	-2	i	i
O=C(Nc1ccc(S(=O)(=O)N2CCCC2)cc1)c1cc(F)c(F)cc1Cl	i	i	0.1	i	4	i	i	i	-1	i	i
O=C(CN1C(=O)CCC1=O)Nc1ccc(S(=O)(=O)N2CCOCC2)cc1	i	i	-0.1	i	-4	i	i	i	3	i	i
CCSc1nc(-c2ccccc2)c2cc(Cl)ccc2n1	i	i	-0.2	i	-19	i	i	i	-5	i	i
C=CCNC(=O)c1sc(-c2ccccc2)nc1C	i	i	0.9	i	6	i	i	i	-4	i	i
c1ccc(-c2noc(-c3ccc4c(c3)OCO4)n2)cc1	i	i	0.5	i	24	i	i	i	11	i	i
CS(=O)(=O)N(CC(=O)N1CCc2ccccc2C1)c1ccc(Br)cc1	i	i	-0.7	i	-9	i	i	i	0	i	i
COC(=O)c1sc(NC(=O)CSc2nnc(Cn3nnc4ccccc43)n2C)nc1C	i	i	0.6	i	-5	i	i	i	-14	i	i
CN(Cc1c(F)cccc1Cl)C(=O)CNC(=O)c1ccc2c(c1)OCO2	i	i	1.4	i	-7	i	i	i	-3	i	i
COc1cc(OC)c2ccc(=O)oc2c1C(CCN1CCCC1)c1ccc(N(C)C)cc1 (configuration not stated)	i	i	-0.7	i	-2	i	i	i	-1	i	i
CC(C)NC(=O)COC(=O)c1cc(=O)[nH]c2ccccc12	i	i	0.3	i	-6	i	i	i	10	i	i
CCCc1nc2oc3cc(OC)ccc3c(=O)c2c(=O)n1CCc1ccccc1	i	i	-0.1	i	-3	i	i	i	2	i	i
Cc1ccc(N=Cc2cc(C)n(C3CCCC3)c2C)cc1	i	i	-0.2	i	7	i	i	i	2	i	i
CCCN(Cc1ccc(N(CC)CC)cc1)CC1CC1	i	i	0.0	i	-5	i	i	i	0	-7.1*	i
CC(C)CC(NC(=O)C(CC(C)C)NC(=O)OC(C)(C)C)C(N)=O (configuration not stated)	i	i	0.0	i	-149	i	i	i	-2	i	i
CCOC(=O)Nc1ccc2c(c1)nc(CN1CCCCC1)n2C	i	i	0.3	i	1	i	i	i	14	i	i
COc1ccccc1N(CC(=O)Nc1ccccc1C(=O)NC(C)C)S(C)(=O)=O	i	i	-0.4	i	19	i	i	i	0	i	i

TRPC6 activator, what is marked active above.
SMILES	RGS4 block	TRPC4 inh	TRPC6 activator	Platelet DG rel	MrgX1 antagonist
Cc1oc(-c2ccc(Cl)cc2)nc1CN1CCC(C(=O)N2CCN(Cc3ccccc3)CC2)CC1	i	i	12*	12	i

Next entries
SMILES	RGS4 block	TRPC4 inh	HIF activator	TRPC6 activator	Platelet DG rel	TRPC6 inhibitor	MrgX1 agonist	MrgX1 PAM	SKKanGAS inh	RGS4 pot	MrgX1 antagonist
CC(C)C(=O)NC(c1ccc([N+](=O)[O-])cc1)c1c(O)ccc2ccccc12 (configuration not stated)	i	x	-0.5	i	5	i	i	i	-2	i	i
O=C(C(Sc1ccccc1)c1ccc(Br)cc1)N1CCOCC1 (configuration not stated)	i	i	-0.1	i	-9	i	i	i	5	i	i
C(#Cc1ccccc1)CN1CCN(c2ccccn2)CC1	i	i	0.8	i	x	i	i	i	5	i	i
COc1ccc([C@H]2/C=C\CN(S(=O)(=O)c3ccc4ccccc4c3)[C@@H](C)C(=O)N2Cc2ccc(F)cc2)cc1	i	i	0.0	i	5	i	i	i	3	i	i
COC(=O)c1c(N)sc2c1CC(C)(C)OC2	i	i	0.2	i	4	i	i	i	-1	i	i
Nc1nc2ccc(Oc3ccccc3)cc2s1	i	i	1.6	i	3	i	x	x	7	i	x

From PubChem BioAssay

Outcome played no part in choosing rows, and some 6.1% of all compounds hit somewhere here.
